Myeloid diff MLP: induction of myeloid progenitor differentiation, primary screen, cell-based, flow cytometry, MLPCN library. ER-HoxA9 myeloid progenitors, lysozyme-GFP differentiation. calls only at 10 µM. 360,000 tested, 1% active;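 active = normalized GFP-positive differentiation at or above the plate's own cutoff, the solvent-only control mean plus 3 SD; inconclusive = no clear call, values can overlap the other calls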;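 note: cells exposed to compound for four days before flow analysis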
Myeloid diff MLP GFP+ MAC1+ %: also measured in Myeloid diff MLP; calls as there; GFP+ MAC1+ double positive, %; measured here: differentiation confirmed by MAC1 staining
* = called active by the depositor; i = inactive; u = inconclusive; x = not tested or not shown; + = active, no number. Only part of the results is shown; the hit share may differ from the screen's.

Every second line gives: Myeloid diff MLP, Myeloid diff MLP GFP+ MAC1+ %
- O=C1COc2ccccc2C(c2nc3ccccc3[nH]2)N1Cc1ccccc1 (stereo unspecified)
→ i, 0.4
- Cc1cc(Cl)ccc1-c1nc(NCCN(C)C)nc2ccsc12
→ i, 1.3
- COc1ccc(OC)c(C=Cc2ccc([N+](=O)[O-])cc2)c1
→ i, 0.1
- O=c1c2ccc(F)cc2sn1-c1ccccc1
→ i, 0.2
- Cc1ccn(CCC(=O)N2CCCC(N3CCN(c4ccccc4C)CC3)C2)n1 (stereo unspecified)
→ i, 1.5
- COc1ccccc1C(=O)Nc1nnc([C@H]2C[C@H](O)[C@@H](CO)O2)s1
→ i, 1.0
- Cc1ccc([C@H]2C[C@@H](n3cc(-c4ccc(F)cc4)nn3)[C@H](O)CN2CC2CCCCC2)cc1
→ i, 0.9
- O=C(c1cc(Cl)cc(Cl)c1)N1CCC2CC1c1cc(N3CCCCC3)ccc12 (stereo unspecified)
→ i, 2.7
- CCOC(=O)CC1(C)N(S(=O)(=O)c2ccc(C)cc2)c2ccccc2N1S(=O)(=O)c1ccc(C)cc1
→ i, 2.1
- Clc1ccccc1Nc1nc(NCc2cccs2)nc2ccsc12
→ i, 1.6
- CCc1nc2ccc(C(=O)NCCc3ccccn3)cn2c1N(C)CCC(C)C
→ i, 0.7
- COc1cccc(-c2cnc(C(O)c3cc(C)cc(C)c3)[nH]2)c1 (stereo unspecified)
→ i, 0.4
- CCCCN1CC(N2CCN(C3CCN(C)CC3)CC2)CS1(=O)=O (stereo unspecified)
→ i, 1.4
- CC1(C(=O)NNC(=O)c2cccc([N+](=O)[O-])c2)CC1Br (stereo unspecified)
→ i, 1.2
- Fc1cccc(-c2cncc(N3CCN(CCN4CCCC4)CC3)n2)c1
→ i, 2.4
- Cc1cc(C)cc(Cn2cc(CN3CC(N4CCSCC4)CS3(=O)=O)nn2)c1 (stereo unspecified)
→ i, 0.5
- O=C(NCc1ccc(Cl)c(Cl)c1)c1cc(C2CCCCN2C(=O)C2CCCCC2)on1 (stereo unspecified)
→ i, 0.8
- c1ccc2c(c1)COc1c3cc4c(cc3nn1-2)OCO4
→ i, 0.3
- Cc1ccc([C@@H]2C[C@H]3[C@@H](CN2S(=O)(=O)c2ccc(C)cc2)C(=O)C[C@@H](c2ccc(Cl)cc2)N3S(=O)(=O)c2ccccc2C)cc1
→ i, 2.2
- COCCNc1nc(NCc2cccc(OC)c2OC)c2sccc2n1
→ i, 0.8
- C[C@@H]1Cc2[nH][nH]c(=O)c2[C@H](c2ccc(Cl)cc2)O1
→ i, 1.2
- COC(=O)CC1C(=O)NCCN1C(=O)c1oc2c(C)c(C)ccc2c1C (stereo unspecified)
→ i, 0.5
- CCn1c(SCC(=O)Nc2oc(C)c3c(C)n[nH]c(=O)c23)nnc1-c1ccco1
→ i, 1.5
- Cc1ccc(F)c(S(=O)(=O)NC(=O)C2(C)CCN2C(=O)c2ccccc2)c1 (stereo unspecified)
→ i, 1.2
- O=S(CC(O)(c1ccccc1)c1ccccc1)CC(O)(c1ccccc1)c1ccccc1
→ i, 0.6
- COC(=O)C[C@H]1C[C@H]2c3cc(NC(=O)Nc4ccc(F)cc4)ccc3O[C@H]2[C@@H](CO)O1
→ i, 1.0
- CCCS(=O)(=O)NC(=O)C1(C)CCCN(C(=O)C2(c3ccc(Cl)cc3)CCCC2)C1 (stereo unspecified)
→ i, 0.3
- COC(=O)[C@]12CCCCC=C1N(CCC1=CCCCC1)C(=O)[C@H](CC(=O)NCc1cccc(C(F)(F)F)c1)C2
→ i, 0.6
- CC(C)(C)C(=O)c1c(N)[nH]c(C(=O)c2ccccc2)c1-c1ccccc1Br
→ i, 1.0
- O=C(Nc1nnc([C@@H]2C[C@H](O)[C@@H](CO)O2)s1)NC1CCCCC1
→ i, 0.8
- CCCCCCCCN1C(=O)[C@H](CC(=O)NCc2cccc3ccccc23)C[C@@]2(C(=O)OC)CC(C)(C)CC=C12
→ i, 3.0
- CC(=O)C(=Cc1ccc(-c2ccccc2)cc1)C(=O)c1ccccc1
→ i, 1.1
- COc1ccc(-c2ccc(CN3C(C(C)C)C(=O)N(Cc4cn(CC5CCCCC5)nn4)CCS3(=O)=O)cc2)cc1 (stereo unspecified)
→ i, 0.9
- COc1cc(/C=C2\C(=O)N(c3cccc(C(=O)O)c3)N=C2C)ccc1OCc1ccccc1
→ i, 0.4
- COc1ccc(C(C)(NC(C)=O)c2nc(-c3cccc4cccnc34)cs2)cc1 (stereo unspecified)
→ i, 0.8
- O=C(Nc1cccc(Cc2ccccc2)c1)Nc1ccc2nc([C@@H]3O[C@H](CO)[C@@H](O)[C@H](O)[C@H]3O)[nH]c2c1
→ i, 2.9
- Cc1ccc(-c2csc(C(O)(c3ccccc3)C(F)(F)F)n2)cc1C (stereo unspecified)
→ i, 0.3
- N#CCC(=O)N1CCN(C(c2ccccc2)c2ccccc2)CC1
→ i, 1.0
- CCOC(=O)C1CCN(C(=O)c2ccccc2)c2scc(-c3ccccc3)c2C1=O (stereo unspecified)
→ i, 1.0
- O=C1NC[C@H](CCCCN2C[C@H](Cc3ccccc3)N(CCc3ccc(O)cc3)C(=O)C2=O)N(CCC2CCCCC2)C1=O
→ i, 0.4
- CC(=O)c1sc(Nc2ccc(Oc3ccccc3)cc2)nc1C
→ i, 0.6
- COC(=O)[C@@]1(Cc2ccc(F)cc2)[C@H]2c3cc(C(=O)N4CCCC4)n(C[C@H](O)CO)c3C[C@H]2CN1C(=O)c1ccccc1
→ i, 0.9
- CCCCCNC(=O)C1C(=O)Nc2ccccc2C(=O)N1c1c(C)cccc1C (stereo unspecified)
→ i, 2.3
- Cc1ccc2nc(-c3ccccc3)c(Cc3ccccn3)n2c1
→ i, 0.6
- NC(Cc1ccc(C(F)(F)F)cc1)c1csc(NC(=O)Nc2ccccc2)n1 (stereo unspecified)
→ i, 0.3
- Cc1ccc(CN2C(=O)C(Cc3ccccc3)Nc3ncnc(N4CCOCC4)c32)cc1 (stereo unspecified)
→ i, 0.1
- CC[C@H](C)/C=C(C)/C=C/c1cc2c(cn1)C(=O)[C@@](C)(OC(C)=O)C(O)=C2Cl
→ i, 1.9
- COc1ccc(Cc2nc3ccc(C(=O)N(C)Cc4nccn4C)cc3o2)cc1
→ i, 0.0
- O=C(Nc1ccc(F)cc1)C(c1ccnc2ccccc12)N1CCN(c2cccc(C(F)(F)F)n2)CC1 (stereo unspecified)
→ i, 1.0
- Cn1cnc([N+](=O)[O-])c1Sc1ccncn1
→ i, 0.9
- CCCCCCN1CCN(C2CN(Cc3cn(Cc4ccc(Cl)cc4)nn3)S(=O)(=O)C2)CC1 (stereo unspecified)
→ i, 0.3
- O=C(/C=C/[C@H]1O[C@@H](n2ccc(=O)[nH]c2=O)[C@H](O)[C@@H]1O)NCCCc1ccccc1
→ i, 1.8
- COCCN1C[C@@H](CO)O[C@@H](n2cnc3c(NC4CCC4)ncnc32)C1
→ i, 2.7
- CC1CC(C)(C)CC2(C1)NC(=O)N(CC(=O)Nc1ccc3c(c1)OCO3)C2=O (stereo unspecified)
→ i, 0.4
- COc1ccncc1-c1csc(C(O)c2ccccc2)n1 (stereo unspecified)
→ i, 0.7
- COCCNC(=O)C1(C)CCCN(Cc2cc(C)ccc2C)C1 (stereo unspecified)
→ i, 0.9
- Cn1c(NCCOc2ccccc2)nc2cc(-c3ccc(F)cc3)sc2c1=O
→ i, 0.8
- O=C1NC[C@H](CCCCN2C[C@H](Cc3ccc(O)cc3)N(CCc3ccccc3)C(=O)C2=O)N(CCC2CCCCC2)C1=O
→ i, 1.3
- CCCCCc1c(-c2cccc(Br)c2)ncn1CCc1ccccc1OC
→ i, 1.0
- O=C(Nc1cnns1)Oc1ccccc1
→ i, 0.2

(continued)
Every second line gives: Myeloid diff MLP, Myeloid diff MLP GFP+ MAC1+ %
- COc1ccccc1C(=O)NNC(=O)c1ccc2ccccc2c1O
→ i, 1.2
- CC(=NCc1ccccc1)c1ccccc1O
→ i, 0.5
- CCCCC1CC2=C(C(=O)OC(C)(C)O2)C(c2ccc3ccccc3c2)O1 (stereo unspecified)
→ i, 0.9
- COC(=O)C(C(=O)OC)c1cc2c(cc1CNS(=O)(=O)c1ccc(C)cc1)OCO2
→ i, 2.3
- COCCNC(=O)C1(C)CCCN(C(=O)c2ccc(C)c(F)c2)C1 (stereo unspecified)
→ i, 0.5
- Cc1ccc(S(=O)(=O)N2C[C@H]3[C@H]4C(=O)N(C)C(=O)[C@H]4CC(=O)[C@H]3[C@@H]2c2ccccc2Cl)cc1
→ i, 1.1
- Cc1[nH]c2ccccc2c1C(=O)c1cc(Cc2ccccc2)sc1N
→ i, 0.6
- Cc1ccc(S(=O)(=O)N(C)C[C@H]2OCc3cnnn3CCCC(=O)N([C@H](C)CO)C[C@H]2C)cc1
→ i, 0.8
- COc1cccc(-c2cnc(C(O)c3ccc(F)cc3C)[nH]2)c1 (stereo unspecified)
→ i, 0.3
- N#CCSc1ccccc1NC(=O)CN1C(=O)NC(CCc2ccccc2)C1=O (stereo unspecified)
→ i, 3.0
- C[C@H](CO)N1C[C@H](C)[C@@H](CN(C)C(=O)CCC(F)(F)F)OCc2cnnn2CCCC1=O
→ i, 1.4
- O=C(COC(=O)c1cccc(S(=O)(=O)N2CCCC2)c1)c1ccc(F)cc1
→ i, 1.6
- COc1ccc(C(=O)Nc2ccccc2C(=O)NC2CC2)c(OC)c1OC
→ i, 1.1
- C/C=C/c1cnc2c(c1)C(=O)N([C@H](C)CO)C[C@H](C)[C@@H](CN(C)C(=O)CN1CCOCC1)O2
→ i, 0.2
- COc1ccc(Cc2c(-c3ccc(F)cc3)nc3ccc(Br)cn23)c(C)c1
→ i, 1.1
- COC(=O)C[C@@H]1CC[C@H](NC(=O)c2ccc3c(c2)OCO3)[C@@H](CO)O1
→ i, 1.2
- CSC[C@H]1CN(Cc2ccccc2)C(=O)[C@@H]1CC(=O)Nc1ccc(Br)cc1
→ i, 1.1
- Cc1nc2c(=O)[nH]n(C)c2nc1C
→ i, 0.8
- Cc1ccc(CNc2nc(NCc3ccccc3)nc3ccsc23)c(C)c1
→ i, 1.3
- O=[N+]([O-])c1ccc(NN=C(Oc2ccccc2)c2ccc([N+](=O)[O-])cc2)cc1
→ +, 1.7*
- Cc1ccsc1C(=O)N1CCC1(C)C(=O)NS(=O)(=O)c1ccccc1C(F)(F)F (stereo unspecified)
→ i, 0.9
- Nc1[nH]c(C(=O)c2ccccc2)c(-c2ccccc2C(F)(F)F)c1C(=O)NCc1ccc(F)cc1
→ i, 0.6
- CC(=O)C[C@@H]1OC[C@H](CO)N1S(=O)(=O)c1ccc(C)cc1
→ i, 2.1
- CC(C)c1ccc(C(=O)N2CCCC(c3cc(C(=O)NCc4ccccc4)no3)C2)cc1 (stereo unspecified)
→ i, 3.0
- O=C(NNC(=O)c1cccc(S(=O)(=O)Nc2ccccc2F)c1)c1ccncc1
→ i, 0.4
- C[C@H](CO)N1C[C@H](C)[C@@H](CN(C)C(=O)Oc2ccccc2)OCc2cn(nn2)CCCC1=O
→ i, 3.4
- C[C@H]1CN([C@@H](C)CO)C(=O)CCCn2nncc2CO[C@H]1CN(C)S(=O)(=O)c1cccc(C#N)c1
→ i, 0.9
- C[C@@H]1CN([C@H](C)CO)C(=O)CCCn2nncc2CO[C@@H]1CN(C)C(=O)Nc1ccc2c(c1)OCO2
→ i, 0.7
- Cc1cccc(C)c1Cn1c(C)c(C(=O)NCc2cccc(Cl)c2)sc1=O
→ i, 4.3
- CC(=O)Cn1cnc2c(cnn2-c2ccc(F)cc2)c1=O
→ i, 0.9

Next part, overlapping the part above by 5 compounds.
Every second line gives: Myeloid diff MLP, Myeloid diff MLP GFP+ MAC1+ %
- C[C@H](CO)N1C[C@H](C)[C@@H](CN(C)C(=O)Oc2ccccc2)OCc2cn(nn2)CCCC1=O
→ i, 3.4
- C[C@H]1CN([C@@H](C)CO)C(=O)CCCn2nncc2CO[C@H]1CN(C)S(=O)(=O)c1cccc(C#N)c1
→ i, 0.9
- C[C@@H]1CN([C@H](C)CO)C(=O)CCCn2nncc2CO[C@@H]1CN(C)C(=O)Nc1ccc2c(c1)OCO2
→ i, 0.7
- Cc1cccc(C)c1Cn1c(C)c(C(=O)NCc2cccc(Cl)c2)sc1=O
→ i, 4.3
- CC(=O)Cn1cnc2c(cnn2-c2ccc(F)cc2)c1=O
→ i, 0.9
- CCOC(=O)C1(C)C(=O)CC2c3nc4ccccc4cc3CN2C1=O (stereo unspecified)
→ i, 1.1
- COc1cccc(C(NC(=O)C2CCN(CCCOc3ccccc3)CC2)c2ccccn2)c1 (stereo unspecified)
→ i, 1.1
- CCc1c(-c2cccc(OC)c2)ncn1Cc1cccc(-c2ccccc2)c1
→ i, 2.4
- CC1(C)CN(CCc2ccccc2)C(=O)[C@H]1CC(=O)Nc1ccccc1
→ +, 1.0*
- C#CCN(C[C@@H]1[C@@H](OC(=O)NCC2CCCCC2)[C@@H](OC(=O)NCC2CCCCC2)Cn2c(=O)n(CCCCCC)c(=O)n21)S(=O)(=O)c1ccc(C)cc1
→ i, 0.3
- CC(C)(C)c1ccc(-n2ncc3c2CCCC3NC(=O)c2ccco2)cc1 (stereo unspecified)
→ i, 0.8
- COc1cccc(-c2cc(NC=O)c3ncc(-c4ccc(C(C)=O)cc4)n3c2)c1
→ u, x
- CC(C)(C)c1ccc(S(=O)(=O)NC(=O)C2(C)CCN2C(=O)C2CCCCC2)cc1 (stereo unspecified)
→ i, 0.5
- O=C(O)Cc1ccc(NC(=O)c2ccc3c(c2)C(=O)N(Cc2ccccc2)C3=O)cc1
→ i, 1.0
- N=c1c2ccccc2nc2n1CCCCCCC2
→ i, 1.3
- CCOc1ccc(-n2c(=S)sc3c(=O)[nH]c(SCC(=O)NC4CCCCC4)nc32)cc1
→ i, 1.2
- Cc1noc(C)c1-c1ccc(C(=O)N2CCN(C)CC2)c2occc12
→ i, 0.4
- CCC[C@H]1CN(c2ccccc2)C(=O)[C@@H]1CC(=O)Nc1ccc(Br)cc1
→ u, x

Source: PubChem BioAssay
